High-throughput results as filed in PubChem BioAssay.
HIV RNase H inh – blocks HIV-1 RNase H cleavage of RNA/DNA duplex. P04585. RT-RNase H RNA/DNA duplex cleavage, fluorescence. inhibition, % at 10 µM. actives 1.9% (n = 65,000); in the data active = inhibition above about 50%
RmlC RmlD mix – mixture blocks RmlC and RmlD coupled enzyme activity; AID 1532; inhibition, % at 5.5 µM; actives 0.39% (n = 110,000); RmlC/RmlD coupled enzyme inhibition, 384-well mixture HTS; in the data active = inhibition above about 30%, passing the limit was not always enough; inconclusive = no clear call, values can overlap the other calls; also: strong numbers were not always called active
Starred values were filed as active, the others as inactive; u = inconclusive; x = no result given; & = joins results of further samples.

molecule | HIV RNase H inh | RmlC RmlD mix
Cc1nnc(N(C)C(=O)c2cccnc2)s1 | -6 | 13
CCOC(=O)C1CCCN(c2nc3ccccc3nc2C(C#N)C(=O)OC(C)COC)C1 (centres undefined) | -6 | x
CCOc1ccc(/C=C\C(C)=N\O)cc1 | -13 | -2
O=C(c1ccc2ccccc2c1)N1CCN(c2ccc([N+](=O)[O-])c(N3CCOCC3)c2)CC1 | x | -12
CCc1cccc(CC)c1N(COC)C(=O)Cn1ccccc1=N | -10 | 8
Cn1c(=O)oc2cc(S(=O)(=O)N3CCCC(C(=O)Nc4ccccn4)C3)ccc21 (centres undefined) | x | 18
O=C(CN(Cc1ccco1)C(=O)CNS(=O)(=O)c1ccc(F)cc1)NCc1ccc(F)cc1 | 1 | 0
COc1cc2[nH]c3ccccc3c2cc1C | x | 2
O=C(CCl)Nc1cccc(-c2cnc3ccccc3n2)c1 | x | -8
O=C(COC(=O)C1CC(=O)N(Cc2ccco2)C1)c1ccc(OC(=O)c2ccco2)cc1 (centres undefined) | 3 | 6
Cc1ccc(-c2nc(NC(=O)CSc3ccc4ccccc4n3)ns2)cc1 | x | -4
Cc1ccc(CNC(=O)/C(C#N)=C\c2ccc(N(C)C)cc2)cc1 | x | -9
CC1(C)CC(=O)C2=C(C1)OC(N)=C(C#N)[C@@]21C(=O)N(CC(N)=O)c2ccccc21 | -1 | -9
Cc1nnc(SCCn2c(N3CCCCC3)nc3c2c(=O)n(C)c(=O)n3C)s1 | -3 | 6
Cc1ccc(-n2c(=O)[nH]cc(C(=O)Nc3ccc4c(c3)OCCO4)c2=O)cc1 | -9 | 5
OCc1cn(-c2ccccc2)nc1-c1ccco1 | x | -3
O=C(CN1CCN(S(=O)(=O)c2ccc(F)cc2)CC1)Nc1ccccc1F | -4 | 13
CCC1C2Cn3c(nc4ccccc43)C1N(C)O2 (centres undefined) | x | -20
Cc1nn(-c2ccccc2)c(Cl)c1C(=O)Nc1c(C)n(C)n(-c2ccccc2)c1=O | -2 | 9
O=C(Nc1ccc(Cl)cc1)c1cccnc1N1CCCCC1 | x | -8

Molecules above that contain a furan ring, fused or not (3):
molecule | HIV RNase H inh | RmlC RmlD mix
O=C(CN(Cc1ccco1)C(=O)CNS(=O)(=O)c1ccc(F)cc1)NCc1ccc(F)cc1 | 1 | 0
O=C(COC(=O)C1CC(=O)N(Cc2ccco2)C1)c1ccc(OC(=O)c2ccco2)cc1 (centres undefined) | 3 | 6
OCc1cn(-c2ccccc2)nc1-c1ccco1 | x | -3

Following part:
molecule | HIV RNase H inh | RmlC RmlD mix
COc1ccc(S(=O)(=O)n2nc(OCc3cccs3)cc2N)cc1 | x | 11
Cc1ccc(N2C(=O)c3sc4nnc(C)c(=O)n4c3C2=O)cc1 | 0 | 6
N=C(N)c1ccccc1 | x | 2&-1
C#CCOC(=O)c1ccccc1C(=O)O | x | -13
CCc1cc(C=C(Cl)Cl)oc(=O)c1C | -18 | -6
CC(C)OC(=O)C1C2C=CC3(CN(Cc4cccs4)C(=O)C13)O2 (centres undefined) | 3 | -9
Cc1cccc(NC(=O)Cn2c(=O)n3nc(CCn4nc(C)cc4C)nc3c3ccccc32)c1 | -5 | -13
Cc1[nH]nc2c1C(c1ccccc1)C1=C(CC(C)(C)CC1=O)N2 (centres undefined) | 37 | 28
O=C1CCc2cc(S(=O)(=O)NC(Cc3ccccc3)C(=O)NC3CCCCC3)ccc2N1 (centres undefined) | 6 | x
O=S(=O)(NCc1ccco1)c1ccc2c(c1)Cc1ccccc1-2 | -1 | -9
CCC(=O)N=c1sc2cc(F)cc(F)c2n1C | -28 | -15
O=C(c1ccc(F)cc1)N1CCN(C(=O)c2cccnc2)CC1 | x | 9
COc1cc(S(=O)(=O)N2CCN(C)CC2)c(OC)cc1Cl | x | -14
CC(Oc1ccc(Cl)cc1Cl)C(=O)NCc1ccncc1 (centres undefined) | -9 | 9
COc1ccccc1CNC(=O)C(NS(=O)(=O)c1ccc2c(c1)oc(=O)n2C)C(C)C (centres undefined) | x | -9
C=CCNC(=S)NCC=C | x | 0
CCCS(=O)(=O)N1CCC(C(=O)NCCCN2CCCC2=O)CC1 | -10 | -6
CCOC(=O)c1nnn(CC(=O)N2N=C(c3cccc4ccccc34)CC2c2ccccc2)c1C(=O)OCC (centres undefined) | x | -53
CSc1nc2cc3c(cc2n1C(=O)c1ccc(C)cc1)OCCO3 | x | 6
CC(=NCCC1=CCCCC1)c1c(O)n(C)c(=O)n(C)c1=O | 1 | 2

Next part:
molecule | HIV RNase H inh | RmlC RmlD mix
Cc1cccc(C(=O)/C=C2/c3ccccc3CC(C)(C)N2C)c1 | x | 8
O=c1c2ccccc2cnn1-c1ccc(Cl)cc1 | x | -8
Cc1occc1C(=O)Nc1sc2c(c1C(N)=O)CCCCC2 | 21 | -11
COc1ccc(C2CC(=O)c3cnc(NC(=O)c4ccccc4)nc3C2)c(OC)c1 (centres undefined) | 1 | -10
COc1ccc2nc(N3C(=O)CC(Cc4ccc(Cl)cc4)C3=O)sc2c1 (centres undefined) | x | 4
CO/N=C/NC(=O)NOCc1ccc(Cl)cc1Cl | x | -10
CCn1c(=O)n(CC(=O)NCc2ccco2)c(=O)c2ccccc21 | -1 | 10
Cc1ccc(N2CCN(S(=O)(=O)N3CCCCCC3)CC2)cc1Cl | x | -14
COc1cc(OC)c(C2C(C(=O)Nc3ccc(C)cc3C)=C(C)Nc3ncnn32)cc1OC (centres undefined) | -1 | -18
Cc1ccc(CNC(=O)Cn2c(=O)oc3ccccc32)o1 | -8 | 5
O=C(Cn1c2c(c(-c3ccccc3Cl)cc1=O)CCC2)N1CCC2(CC1)OCCO2 | -5 | 0
Cc1c(C(=O)N2CCCCC2)oc2ccc(S(=O)(=O)N3CC(C)CC(C)C3)cc12 (centres undefined) | -18 | -15
CC1CCN(C(=O)CSc2nc3ccccc3c(=O)n2Cc2ccc3c(c2)OCO3)CC1 | x | 3
Cc1ccc2oc(=O)c3cc(C(=O)N4CCN(C(=O)c5ccco5)CC4)sc3c2c1 | -19 | x
C(=C\c1nc2ccccc2[nH]1)/c1ccccc1 | x | -88
CCn1cc(C(=O)OCC(=O)Nc2cc(S(=O)(=O)N(C)C)ccc2C)c(=O)c2ccc(C)nc21 | x | 6
CCOc1c(CNCCNC(=O)c2nonc2N)cccc1OC | -24 | -4
Cc1ccc(S(=O)(=O)CCC(=O)c2ccc(O)cc2O)cc1 | 20 | -2
COc1ccc(S(=O)(=O)Cc2ccc(C(=O)N3CCC(C(N)=O)CC3)o2)cc1 | -9 | 4
COC(=O)c1cc(OC)c(OC)cc1NC(=O)c1ccco1 | -10 | -15

Additional records.
molecule | HIV RNase H inh | RmlC RmlD mix
COc1ccc(S(=O)(=O)Nc2ccccc2C(=O)NC(C)(C)C)cc1OC | x | 9
Cc1cc(C)n(-c2cc(-c3ccccc3)nc(C)n2)n1 | -6 | 6
O=C(NC1=NCCS1)c1ccc(Cl)s1 | -12 | -7
C=C(C)C1CC=C(CN2CC(C)OC(C)C2)CC1 (centres undefined) | x | 9
COc1ccc(-c2noc(CSc3nnc(-c4ccncc4)n3-c3ccc(F)cc3)n2)cc1OC | -8 | 7
O=C(Nc1ccccc1)c1cnc2n(c1=O)CCS2 | 22 | -11
Cc1ccc2[nH]c3c(c2c1)CN(C(=O)CN1CCN(Cc2ccc4c(c2)OCO4)CC1)CC3 | -1 | -14
COc1nc(-c2ccc(Cl)cc2)ccc1-c1noc(-c2ccco2)n1 | 50* | -9
CCOc1ccccc1-n1c(SCC(=O)N2CCCC2)nnc1-c1ccc(O)cc1 | x | -5
NC(=O)C(c1cccc(Cl)c1)c1ncc(C(F)(F)F)cc1Cl (centres undefined) | x | -2
COc1cc2[nH]c(=O)n(Cc3ccc(C(=O)NC4CCCC4)cc3)c(=O)c2cc1OC | x | -13
N#CCSc1nc2cc(C(=O)N3CCC(C(N)=O)CC3)ccc2c2nc3ccccc3n12 | -17 | 3
COc1cc(-c2ccc3oc(-c4ccsc4)cc3c2)cc(OC)c1OC | x | -8
COC(=O)C[C@H]1c2cc(F)ccc2S(=O)(=O)N1C(C)C | x | -11
CC(=O)Nc1ccc(OCC(O)Cn2nc(C)nc2C)cc1 (centres undefined) | -3 | -12
COc1ccc(C(=O)NCCc2cn3ccc(C)cc3n2)cc1 | x | 17
O=C(c1cccn2c(=O)c3ccccc3nc12)N1CCN(Cc2ccc3c(c2)OCO3)CC1 | -16 | 3
COC(=O)c1cc(NC(=O)c2nccnc2C(=O)O)cc(C(=O)OC)c1 | -8 | -14
Nc1nc(-c2cccnc2)nn1S(=O)(=O)c1ccccc1 | -9 | -13
Cc1ccc(OCC2Cn3c(nc4c3c(=O)[nH]c(=O)n4C)O2)cc1 (centres undefined) | x | -11

Going on with the list.
molecule | HIV RNase H inh | RmlC RmlD mix
O=C(Nc1ccc(N2CCCCC2)cc1)c1cccnc1 | -2 | -11
CCC(C)(C)NC(=O)C(c1cccn1C)N(C(=O)Cn1nnc2ccccc21)c1ccccc1OC (centres undefined) | 2 | -15
CCCSc1nc(C)c2cc(C)cc(C)c2n1 | x | 7
CCC(=O)Nc1nnc(-c2ccco2)o1 | -2 | -12
CC1CN(S(=O)(=O)c2ccc(NC(=O)CCN3C(=O)c4ccccc4C3=O)cc2)CC(C)O1 (centres undefined) | -3 | x
O=C1CC2(CCCCC2)Oc2ccc(OCC(=O)N3CCOCC3)cc21 | -75 | 11
COc1ccc2c(c1)CCc1c(C(=O)NCc3ccc(Cl)cc3)noc1-2 | x | -16
Cc1c2c(nc3c(C(=O)NC4CCCC4)cnn13)CCCC2 | -19 | 12
CN1CCC(N(C)CC(=O)Nc2ccccc2N2CCOCC2)CC1 | x | -17
CC(C)NC(=O)CC(=O)N/N=C/c1ccc(Br)cc1 | x | -13
CC(=C1C(=O)c2ccccc2C1=O)N1CCC(C(N)=O)(N2CCCCC2)CC1 | -1 | -11
CC(=O)Nc1cc(C(=O)O)ccc1S(=O)(=O)c1ccc(C)cc1 | 20 | 10
C=CCn1c(SCC(=O)Nc2ccccc2C)nc2sc(C)c(C)c2c1=O | x | -61
CN(C)S(=O)(=O)c1ccc(C(=O)Nc2ccc(CN3CCCC3)cc2)cc1 | -1 | -7
CCOC(=O)C(/C=C(\C#N)C(=O)OCC)=C(/N)N1CCN(c2ccc(OC)cc2)CC1 | x | 3
COC(=O)c1sc(NC(=O)c2ccc(Cn3cc(Cl)cn3)o2)c(C#N)c1C | 10 | 5
Cc1cc(C(=O)CN2C(=O)NC3(CCCc4ccccc43)C2=O)c(C)n1Cc1ccccc1 (centres undefined) | x | 3
CCOC(=O)c1[nH]c(C)c(/C(O)=C2\C(=O)C(=O)N(CCCN3CCOCC3)C2c2cccnc2)c1C (centres undefined) | -1 | u
O=C(NCCSCc1ccco1)Nc1ccc(Cl)cc1 | -17 | -13
CN1C(=O)C2(N=c3ccccc3=N2)c2ccccc21 | -13 | x

New compounds follow:
molecule | HIV RNase H inh | RmlC RmlD mix
O=C(CSc1nnnn1-c1ccc2c(c1)OCCO2)Nc1nc2c(s1)CCCC2 | -5 | 4
O=C1C(Cl)=C(N2CCOCC2)C(=O)N1c1cccc(Cl)c1 | 93* | 8
Cc1c(-n2cc(C(=O)c3cc(Br)ccc3O)cc(C#N)c2=O)c(=O)n(-c2ccccc2)n1C | x | 1
Nc1nc(-c2ccco2)nn1C(=O)CCc1ccccc1 | -16 | 1
CCC(C)n1[nH]c(=O)c2c(C)cc(C)nc21 (centres undefined) | -2 | -11
COC(=O)c1ccccc1NC(=O)C1CCCN(S(=O)(=O)c2ccc(F)cc2)C1 (centres undefined) | 1 | -17
O=C1C(=C2SCCCS2)CC/C1=C\c1ccc(F)cc1 | x | -10
CC(C)C(c1nnnn1C(C)(C)C)N1CCN(c2cccc(Cl)c2)CC1 (centres undefined) | 1 | -10
COc1cccc(NC2c3ccccc3C(=O)N2Cc2ccco2)c1 (centres undefined) | 9 | 4
COc1ccccc1N1CCN(C2=NS(=O)(=O)c3ccccc32)CC1 | 2 | 2
c1ccc(-c2cn3nc(-c4ccccc4)sc3n2)cc1 | 13 | x
CCOc1ccc(C2CC(c3ccccc3C)n3nc(N)nc3N2)cc1 (centres undefined) | 2 | -11
C/C(Cl)=C\Cn1c(Nc2cccc(C)c2)nc2c1c(=O)n(C)c(=O)n2C | -11 | 7
COc1ccc(-c2nn(-c3ccccc3)cc2/C=N/NC(=O)c2ccc(Br)o2)cc1 | x | -4
CCCNC(=O)NCCc1c(C)[nH]c2ccccc12 | -3 | -10
Cc1cc(C)n(C2CCCCC2OC(=O)c2ccccc2)n1 (centres undefined) | -9 | 2
O=C1c2ccccc2C(=O)N1CCCCSc1nc2ccccc2o1 | x | 4
Cc1cc(C)cc(-c2nnc(SCC(=O)N3CCN(C(=O)c4ccco4)CC3)o2)c1 | 4 | -11
O=C(C(Cc1ccccc1)n1cccc1)N1CCN(Cc2ccccc2)CC1 (centres undefined) | -8 | -11
C=CCOc1ccc(C2NC(=O)NC(C)=C2C(=O)OC)cc1 (centres undefined) | -34 | 4

More records.
molecule | HIV RNase H inh | RmlC RmlD mix
Cn1cc(S(=O)(=O)CC(=O)N2CCCc3ccccc32)c2ccccc21 | -14 | 4
COC(=O)CNC(=O)CN1C(=O)N(c2ccccc2)C(N(O)C(=O)Nc2ccccc2)C1(C)C (centres undefined) | x | 8
COc1ccc(C(=O)N2CCC(=O)N(C(CO)Cc3ccccc3)CC2)cc1 (centres undefined) | x | -11
O=C(COc1ccc(Cl)cc1)NNC(=O)C(=O)N1CCCCC1 | x | 4

No new results follow: entries from further up.
molecule | HIV RNase H inh | RmlC RmlD mix
Cc1cc(C)n(C2CCCCC2OC(=O)c2ccccc2)n1 (centres undefined) | -9 | 2
O=C1c2ccccc2C(=O)N1CCCCSc1nc2ccccc2o1 | x | 4
Cc1cc(C)cc(-c2nnc(SCC(=O)N3CCN(C(=O)c4ccco4)CC3)o2)c1 | 4 | -11
O=C(C(Cc1ccccc1)n1cccc1)N1CCN(Cc2ccccc2)CC1 (centres undefined) | -8 | -11
C=CCOc1ccc(C2NC(=O)NC(C)=C2C(=O)OC)cc1 (centres undefined) | -34 | 4
Cn1cc(S(=O)(=O)CC(=O)N2CCCc3ccccc32)c2ccccc21 | -14 | 4

An excerpt (hit frequency here may not be typical).
